# Screening data (PubChem)
# POLB inh: blocks human DNA polymerase beta activity | P06746 | Pol beta primer extension/strand displacement, fluorescence kinetic | Potency, µM (titrated, usually from 114 µM), inactives show top-dose activity change, negative = inhibition, most hits filed as inhibitors | hit rate 1.3% among 340,000 | AID 485314; note: potency is the fitted concentration of half-maximal effect; % is set by controls: 0 for no effect and ±100 for the full control effect
#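 Pol beta (10 nM) was preincubated with compound for 15 min at room temperature. The reaction was then started with 50 nM substrate and read immediately and after a further 10 min at room temperature.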
# Pol kappa inh: DNA polymerase kappa (human) inhibition; Q9UBT6; purified Pol kappa, fluorescent DNA synthesis assay, 10 min; Potency, µM (series often up to 107 µM), for inactives: at the highest dose activity, negative = inhibition, actives largely listed as inhibitors; hit rate 0.53% among 400,000; AID 588579; note: potency is the fitted concentration of half-maximal effect; % is set by controls: 0 for no effect and ±100 for the full control effect
#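 Kinetic fluorescence screen: compound preincubated 15 min RT with 10 nM enzyme; 50 nM substrate (final) initiates; reads at 0/10 min.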
# ALOX12 inh: inhibitors of human 12S-lipoxygenase ALOX12 | purified 12hLO, xylenol orange hydroperoxide absorbance | Potency, µM (highest dose often 108 µM), without a hit: top-dose activity change, negative = inhibition, usual class: inhibitors | hit rate 1.1% among 580,000 | AID 1671190; note: potency is the fitted concentration of half-maximal effect; % is set by controls: 0 for no effect and ±100 for the full control effect
#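 Hydroperoxide product was detected by ferrous iron/xylenol orange as the 573 to 405 nm absorbance ratio. Arachidonic acid at 40 uM (final) was turned over for 30 min at room temperature by 150 nM human 12hLO, pH 7.0 Hepes buffer, after 15 min compound preincubation.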
# Apoferritin bind: candidate novel general anesthetic via apoferritin binding; apoferritin/1-aminoanthracene competitive binding, fluorescence; Potency, µM (doses to about 77.5 µM), for the others: top-dose activity change, negative = displacement, usual class: inhibitors; hit rate 0.074% among 350,000; AID 485281; note: potency is the fitted concentration of half-maximal effect; % is set by controls: 0 for no effect and ±100 for the full control effect; nearly all actives have a fitted effect of over 20% in size
#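 Steps: apoferritin (10 uM) was premixed with half-saturated 1-AMA in PBS, compounds were pin-transferred, plates stood 10 min at room temperature, fluorescence was read at 380/535 nm, and curves were fitted with a Hill equation.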
# APE1 inh: blocks human APE1 abasic DNA cleavage; recombinant APE1, TAMRA/BHQ-2 abasic DNA cleavage fluorescence; Potency, µM (series often up to 65.8 µM), without a hit: top-dose activity change, negative = inhibition, usual class: inhibitors; hit rate 0.35% among 350,000; AID 2517;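 note: potency is the fitted concentration of half-maximal effect; plate controls were vehicle for no effect and reference inhibitor for full effect; nearly all actives have a fitted effect of over 55% in size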
# Target sequence (P27695 whole entry, looked up): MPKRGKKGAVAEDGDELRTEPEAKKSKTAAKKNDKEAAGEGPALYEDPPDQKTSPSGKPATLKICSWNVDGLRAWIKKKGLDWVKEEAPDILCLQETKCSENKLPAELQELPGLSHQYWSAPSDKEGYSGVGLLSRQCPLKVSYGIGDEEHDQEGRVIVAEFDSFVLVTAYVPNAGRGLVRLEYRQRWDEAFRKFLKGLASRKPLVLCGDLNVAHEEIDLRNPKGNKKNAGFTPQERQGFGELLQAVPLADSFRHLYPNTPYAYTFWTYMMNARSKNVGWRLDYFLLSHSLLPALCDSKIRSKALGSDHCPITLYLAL
#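 Measures dequenching upon AP-site incision of a 5'-TAMRA/3'-BHQ-2 THF-containing duplex, 50 nM; human APE1 0.75 nM after 15 min room-temperature exposure to compound; kinetic three-point read at one-minute spacing.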
# Pol eta inh: inhibitors of human DNA polymerase eta; hit rate 1.2% among 390,000; Q9Y253; Potency, µM (titrated, usually from 114 µM), without a hit: at the top dose activity change, negative = inhibition, hits mostly inhibitors; recombinant Pol eta, fluorescent DNA replication assay; note: potency is the fitted concentration of half-maximal effect; % is set by controls: 0 for no effect and ±100 for the full control effect
# Target sequence (Q9Y253 whole entry, looked up): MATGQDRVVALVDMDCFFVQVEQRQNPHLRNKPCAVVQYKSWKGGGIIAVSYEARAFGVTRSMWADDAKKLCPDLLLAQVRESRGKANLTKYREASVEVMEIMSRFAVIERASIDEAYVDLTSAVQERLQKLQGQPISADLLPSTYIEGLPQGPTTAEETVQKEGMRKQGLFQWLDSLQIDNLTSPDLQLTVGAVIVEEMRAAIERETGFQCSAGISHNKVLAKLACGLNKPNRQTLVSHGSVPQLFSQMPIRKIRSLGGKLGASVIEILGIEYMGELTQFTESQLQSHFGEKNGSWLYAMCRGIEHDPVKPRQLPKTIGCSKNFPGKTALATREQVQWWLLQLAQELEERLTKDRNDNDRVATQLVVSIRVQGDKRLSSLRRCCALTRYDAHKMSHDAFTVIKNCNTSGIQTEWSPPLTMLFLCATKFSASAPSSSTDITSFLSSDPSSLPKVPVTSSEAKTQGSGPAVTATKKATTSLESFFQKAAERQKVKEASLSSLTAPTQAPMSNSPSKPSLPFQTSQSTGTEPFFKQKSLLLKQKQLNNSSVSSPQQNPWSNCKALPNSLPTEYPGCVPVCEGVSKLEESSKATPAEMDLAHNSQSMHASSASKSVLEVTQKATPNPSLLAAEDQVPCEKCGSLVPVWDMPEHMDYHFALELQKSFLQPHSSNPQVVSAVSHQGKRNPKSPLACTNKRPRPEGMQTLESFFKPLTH
#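 Fluorescent replication assay: 50 nM final substrate added after a 15 min room-temperature compound preincubation with 10 nM enzyme. Signal taken at 0 min and again at 10 min.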
# ERG Ets-DNA blk: blocks human ERG Ets domain binding to DNA | P11308 | fluorescence polarization, His-ERG Ets domain / labelled DNA | Potency, µM (series often up to 76.9 µM), for inactives: at the highest dose FP activity, negative = inhibition, usual class: inhibitors | hit rate 0.028% among 370,000; active = well fitted inhibition curve with a large enough effect in the polarisation, with a control signal flat; inconclusive = small, poorly fitted or top-dose-only effect, or effect the other way, or a change in a side signal; inactive = no such curve, though single readings can be large or run the other way; the % refers to the polarisation;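 note: polarization taken with two DNA probes labelled with fluorescein and Texas red; potency is the fitted concentration of half-maximal effect; % of control where 0% means no effect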
#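 His-tagged ERG Ets domain (1 uM in the protein solution; 300mM KCl, 50mM Tris-HCl, 1mM EDTA, 1mM DTT, pH 7.5) received compound, then a probe mix of 5 nM fluorescein-DNA and 100nM Texas-615-DNA. Fluorescence polarization was read for both dyes.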
# LDHA inh: LDHA (human) enzyme inhibition; hit rate 0.15% among 480,000; activity change, % (values are at about 110 or 230 µM); P00338; purified LDHA, NADH/diaphorase-resazurin fluorescence; active compounds read low; in the data active = activity change below about -30%; inconclusive = mostly about -25% to -30%;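 note: plate controls were DMSO wells for no effect and wells without enzyme for full effect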
#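 Resorufin fluorescence (ex540/em590), read at 0 and 20 min after diaphorase/resazurin addition, reports the NADH left after a 5 min room-temperature reaction of 2 nM human LDH5 with 0.06 mM NADH and 0.2 mM pyruvate.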
# RGS4 inhibitor: human RGS4 inhibition. hit rate 0.039% among 390,000. Potency, µM (top dose mostly 114 µM), for the others: at the highest dose activity change, negative = inhibition, most hits filed as inhibitors. AID 504845. P49798. Transcreener GDP fluorescence polarization, RGS4-accelerated GTP hydrolysis; note: potency is the fitted concentration of half-maximal effect; % is set by controls: 0 for no effect and ±100 for the full control effect; nearly all actives have a fitted effect of over 75% in size; some results filed as inactive show a strong effect at the top dose
#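 MLSMR compounds (23 nl, pin-transferred) preincubated 10 min at room temperature with a 500nM (2x) first reagent, then RGS4 at 900nM (2x) plus Transcreener GDP mix added; fluorescence polarization (620/688 nm) read before and after 90 min at 30 °C.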
# The depositor's hits bear a star; u = inconclusive; x = not tested or not shown; [ ] = dose if it differs, or a comment. Unless noted, calls come from the whole dose curve; as a rule, active = well fitted curve in the direction sought with a large enough effect; inconclusive = small, poorly fitted or top-dose-only effect, or another doubt; inactive = no such curve, though single readings can be large; an effect the other way counts as inactive or inconclusive. This is a subset; the hit share may differ from the screen's.
SMILES,POLB inh,Pol kappa inh,ALOX12 inh,Apoferritin bind,APE1 inh,Pol eta inh,ERG Ets-DNA blk,LDHA inh,RGS4 inhibitor
COc1ccccc1C(=O)N/C(=C\c1cn(C)c2ccccc12)C(=O)NCCCn1ccnc1,4%,-18%,-2%,-11%,-3%,-14%,9%,-2,4%
CN(C)c1ccc(CNC(=O)Cn2c(-c3cccs3)cc3cc(Cl)ccc32)cc1,26%,-1%,-15%,1%,x,-4%,5%,3,-2%
CC1CCCCC1NC(=O)CO/N=C/c1ccc(OC(F)F)cc1 (centres undefined),20%,2%,1%,u,6%,-17%,12%,3,-33%
CCOC(=O)N1CCN(C(=O)c2cnn(-c3ccccc3)c2NC(=O)c2ccccc2F)CC1,42%,-1%,-2%[57.4 µM],-17%,-1%,2%,x,-3,9%
Cc1cc(C)c(NC(=O)CC(C)(C)C)c(Cl)c1,68%,-12%,0%,-12%,-7%,-16%,1%,-7,29%
Cc1ccc(S(=O)(=O)N2CCC(C(=O)NC3CCCC3)CC2)cc1Cl,8%,-16%,18%,0%,41%[12.4 µM],-10%,3%,-2,-18%
CC(C)NC(=O)c1ccc(-n2c(=S)[nH]c3ccccc3c2=O)cc1,-2%,x,-9%,-4%,-3%,x,x,x,x
CC(C)OCP(=O)(c1ccccc1)c1ccccc1,23%,3%,-22%,-6%,3%,-5%,1%,-1,10%
COc1ccc(C(=O)c2sc3nc(C)cc(-c4cccs4)c3c2N)cc1OC,-13%,-15%,-16%,44%[activator],-6%,-27%,16%,-4,5%
COC(=O)Nc1ccccc1C(=O)N1CCCCC1,1%,-6%,0%,4%,0%,1%,-14%,0,38%
CCOC(=O)c1c(C)[nH]c(C(=O)CSc2nccc(C)n2)c1C,13%,-3%,-7%,4%,-9%,-12%,-7%,-4,-29%
Cc1ccccc1NC(=O)c1ccc(OCc2c(C)noc2C)cc1,x,-8%,4%,x,-3%,-22%,0%,0,18%
COC(=O)C(NC(C)=O)(Nc1nc2ccc(S(C)(=O)=O)cc2s1)C(F)(F)F (centres undefined),-1%,-16%,0%,-3%,-6%,-10%,-10%,-6,44%
COc1cc(CC(=O)Nc2nccs2)cc(OC)c1OC,16%,-20%,0%,-7%,15%,u,-15%,-1,-38%
CCCc1cc(=O)[nH]c2nnc(SCC(=O)Nc3cccc(NC(C)=O)c3)n12,x,-14%,-15%,x,-14%,-19%,-8%,-2,13%
COc1ccc(CN2C(=O)c3ccccc3C2=O)cc1C(=O)N(C)CC(=O)Nc1c(C)cccc1C,x,11%,5%,x,0%,-25%,-1%,-3,-19%
Cc1ccc(NC(=O)C2CC(=O)N(c3ccc4c(c3)OCCO4)C2)nc1 (centres undefined),x,2%,-8%,x,18%,-15%,6%,-11,4%
CCN1CCN(CC(=O)n2c3c(c4ccccc42)CC(C)CC3)CC1 (centres undefined),-30%,1%,-22%,-7%,-1%,-13%,6%,3,-40%
CCc1ccc(NC(=O)N2CCCCCC2)cc1,15%,11%,0%,u,30%,-13%,6%,-1,-18%
O=C(c1ccc2nc(N3CCCCC3)sc2c1)N1CCN(c2ccccn2)CC1,1%,20%,18%[57.4 µM],-1%,-6%,-8%,8%,2,-5%
Cc1ccc(/C=N/c2sc3c(c2C#N)CCC3)o1,8%,-7%,10%,u,-5%,u,1%,-4,4%
Cc1ccc(C)c(NC(=O)CN2CCSc3ccc(S(=O)(=O)N4CCCC4)cc32)c1,0%,-10%[60.1 µM],-23%,-18%,x,-8%,-2%,-2,-11%
CCN(Cc1cccc(F)c1)C(=O)c1ccc2ccccc2n1,-10%,-9%,u,4%,-1%,-1%,-3%,0,-3%
Cc1ccc(NC(=S)NCCc2ccc(F)cc2)c(C)c1,-14%,-8%,-4%,-6%,0%,-17%,x,-1,-15%
C[C@H](CO)N1C[C@H](C)[C@@H](CN(C)S(=O)(=O)c2cn(C)cn2)Oc2c(NC(=O)Nc3ccc(C(F)(F)F)cc3)cccc2C1=O,x,0%,-8%,x,-19%,-11%,5%,5,-1%

# In a second layout: three of the compounds above
Compound	POLB inh	Pol kappa inh	ALOX12 inh	Apoferritin bind	APE1 inh	Pol eta inh	ERG Ets-DNA blk	LDHA inh	RGS4 inhibitor
COC(=O)C(NC(C)=O)(Nc1nc2ccc(S(C)(=O)=O)cc2s1)C(F)(F)F (centres undefined)	-1%	-16%	0%	-3%	-6%	-10%	-10%	-6	44%
CC1CCCCC1NC(=O)CO/N=C/c1ccc(OC(F)F)cc1 (centres undefined)	20%	2%	1%	u	6%	-17%	12%	3	-33%
CC(C)OCP(=O)(c1ccccc1)c1ccccc1	23%	3%	-22%	-6%	3%	-5%	1%	-1	10%

# Going on with the list:
SMILES,POLB inh,Pol kappa inh,ALOX12 inh,Apoferritin bind,APE1 inh,Pol eta inh,ERG Ets-DNA blk,LDHA inh,RGS4 inhibitor
CCN(CC)CCOC(=O)c1ccc(N/C=C(/C#N)c2nc(-c3ccc4c(c3)OCO4)cs2)cc1,u,1%,-17%,-3%,-6%,-11%,-1%,-4,u
COc1ccc(N2CCN(C(=O)COc3ccccc3)CC2)cc1,13%,-6%,-8%,-7%,-3%,-17%,x,-1,-14%
N#Cc1nc(COc2ccc(-c3ccccc3)cc2)oc1NCc1cccnc1,0%,-12%,454%[activator],18%,-5%,-6%,9%,-1,-27%
O=C(NCCCn1ccnc1)c1nc(Cn2cc([N+](=O)[O-])cn2)no1,-2%,-3%,-27%,3%,-8%[12.4 µM],-14%,-1%,-2,-29%
Oc1ccc(C[C@H]2CNC(=S)N2CC2CCCN2C[C@H](Cc2ccc(O)cc2)N2C[C@H](Cc3ccccc3)N(CCc3ccccc3)C2=S)cc1 (some centres undefined),x,-6%,-5%,x,x,-21%,7%,-2,2%
COc1ccc(-c2csc(NC(=O)C(CC(=O)O)N3CCOCC3)n2)cc1 (centres undefined),15%,0%,-21%,-4%,-16%,-17%,5%,-6,-5%
COc1ccc(/C=N/NC(=O)c2ccco2)cc1Cn1nc(C)c([N+](=O)[O-])c1C,-3%,-4%,-7%,-20%,-4%,-14%,-1%,1,-26%
COC(=O)CNC(=O)CSc1nc2sc(-c3ccccc3)cc2c(=O)n1-c1ccccc1,x,-2%,-13%,x,x,-13%,9%,-6,-18%
CC1=Nc2cc(C(=O)NCCN3CCOCC3)ccc2Sc2c(C)ccc(C)c21,-3%,5%,-8%,-13%,12%,-18%,-3%,1,8%
Cc1c(Cl)cccc1NC(=O)c1ccc(OCC(=O)NCc2ccccc2)cc1,3%,-4%,-7%,3%,-1%,-6%,2%,-10,-22%
CCc1cccc2c(C(=O)CN3C(=O)N(C)C4(CCCCC4)C3=O)c[nH]c12,x,-1%,47%[activator],x,10%,-5%,-7%,-3,8%
CC(=O)c1ccc(OCc2ccccc2)c(C)c1O,1%,-5%,-5%,u,-4%[12.4 µM],-14%,-19%,3,9%
O=C(NCc1ccccc1)c1ccccc1-c1nc2ccccc2[nH]1,0%,0%,0%,-19%,0%,-19%,-4%,-4,5%
CC(=O)Nc1ccc(Nc2c([N+](=O)[O-])cc(S(C)(=O)=O)cc2[N+](=O)[O-])cc1,2%,-3%,u,-10%,12%,4%,20%,-2,23%
Cc1c(Cl)cccc1NC(=O)C(=O)NCCc1csc(-c2ccc(C(F)(F)F)cc2)n1,-13%,-4%[60.1 µM],-23%,-2%,x,-17%,-1%,3,-2%
CC(=O)Nc1ccc(Nc2ccc(N3C(=O)CCCC3=O)cc2[N+](=O)[O-])cc1,0%,-9%,u,-7%,3%,-21%,5%,-5,-1%
O=C(NCCCc1ccncc1)C1CCC(=O)N(Cc2cccc(F)c2)C1 (centres undefined),2%,12%,-15%,12%,85%[activator],-10%,13%,-1,-28%[56.9 µM]
CCOc1ccc(N=Cc2c(C)[nH]n(-c3nc4ccccc4[nH]3)c2=O)cc1,22µM*,u,-11%,-9%,1%,16µM*,2%,-6,-15%
COc1ccc(N2CCN(C(=O)COc3cccc4ccccc34)CC2)cc1,40%,-16%,x,58%[activator],-8%,-15%,-5%,1,-1%
O=C(CSc1nnc(NC(=O)C2CCC2)s1)Nc1ccccc1Br,1%,-2%,0%,-3%,23%[12.4 µM],-24%,-1%,-2,19%
CCOC(=O)c1c[nH]c2c(Cl)c(Cl)ccc2c1=O,14%,-7%,22%,-9%,9%,-10%,-2%,0,-30%[56.9 µM]
COc1cc(NC(=O)c2cccc3c2C(=O)N(C2CCCCC2)C3)cc(OC)c1,3%,-4%,-14%,-10%,x,-21%,3%,-1,-4%
COc1ccc(N2CCN(S(=O)(=O)c3ccc4c(c3)CCCC4)CC2)c([N+](=O)[O-])c1,22%,-38%,1%,u,-2%,5%,x,-8,13%
CCOc1ccc(NS(=O)(=O)c2ccc3[nH]cc(C(=O)NCc4ccco4)c(=O)c3c2)cc1,22µM*,-19%,u,u,x,79µM*,0%,-2,2%
CCN(CC)S(=O)(=O)c1cc(NC(=O)CN2CCN(c3ccccn3)CC2)ccc1C,-2%,5%,16%,-13%,-1%,-24%,1%,0,8%
O=C(O)CC(CC(=O)N1CCN(C(=O)c2ccco2)CC1)c1ccccc1 (centres undefined),-6%,-1%,u,2%,51%,-8%,7%,-1,-12%
CCc1ccc(N2CC(C(=O)OCC(=O)N(CC)c3c(N)n(Cc4ccccc4)c(=O)[nH]c3=O)CC2=O)cc1 (centres undefined),x,-14%,58%[activator],x,x,-8%,15%,-2,-9%
O=C(NC1CCCCC1)C(c1ccccc1)N1CCCC1 (centres undefined),3%,-18%,0%,-2%,13%,-1%,-6%,-4,30%
